# SENP8 block-1: SENP8 (human) protease inhibition; Q96LD8; recombinant SENP8, Nedd8 substrate fluorescence; inhibition, % at 20 µM; 360,000 tested, 0.64% active; AID 602440; in the data active = inhibition mostly above about 40%, no sharp cut-off; inactive = mostly below about 27%
# Target sequence (Q96LD8 whole entry, looked up): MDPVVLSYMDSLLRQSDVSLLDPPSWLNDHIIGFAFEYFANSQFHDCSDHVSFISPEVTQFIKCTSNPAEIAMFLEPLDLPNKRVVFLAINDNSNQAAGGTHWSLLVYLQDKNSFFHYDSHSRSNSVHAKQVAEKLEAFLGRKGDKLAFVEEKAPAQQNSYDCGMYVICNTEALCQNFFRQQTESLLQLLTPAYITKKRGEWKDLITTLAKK
# SENP7 inh: SENP7 protease inhibition; Q9BQF6; recombinant SENP7, Z-RLRGG-aminoluciferin luminescence, 40 min; inhibition, % at 5 µM; 330,000 tested, 1.5% active;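 active = inhibition above about 50% at the single test dose, limit read from the data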;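 note: plate controls were DMSO with enzyme for no effect and no enzyme buffer wells for full effect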
# Target sequence (Q9BQF6 706-1050 limits assumed): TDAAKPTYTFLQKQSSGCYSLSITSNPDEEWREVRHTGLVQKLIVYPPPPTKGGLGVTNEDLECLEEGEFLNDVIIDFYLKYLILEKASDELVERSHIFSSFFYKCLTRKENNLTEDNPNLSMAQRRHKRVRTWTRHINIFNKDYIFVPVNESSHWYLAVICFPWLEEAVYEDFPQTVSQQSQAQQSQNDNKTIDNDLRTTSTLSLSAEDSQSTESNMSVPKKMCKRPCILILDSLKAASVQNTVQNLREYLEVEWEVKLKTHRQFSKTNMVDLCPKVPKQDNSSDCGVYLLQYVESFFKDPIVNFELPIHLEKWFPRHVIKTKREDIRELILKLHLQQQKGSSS
# Apaf-1 inh: blocks human Apaf-1 apoptosome activity; O14727; reconstituted apoptosome caspase-3 activity, DEVD-Rh110 fluorescence; inhibition, % at 20 µM; 330,000 tested, 0.71% active; AID 489030; active = inhibition of at least 40% at 20 µM;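 note: plate controls were DMSO wells for no effect and DEVD-CHO caspase inhibitor wells for full effect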
#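 System: Apoptosome proteins | Medium: Hepes pH 7.5 with detergent and BSA | Also added: Cytochrome c trigger plus (Z-DEVD)2-Rh110 caspase-3 substrate | Incubation: 30 min compound preincubation, 50 min activation, room temperature | Detection: Rhodamine 110 fluorescence at Ex 480/Em 540 nm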
# UBC13 inh: inhibitors of human UBC13 polyubiquitin chain formation; inhibition, % at 20 µM; 330,000 tested, 0.47% active; TR-FRET; in the data active = inhibition above about 45%, passing the limit was not always enough; inconclusive = no clear call, values can overlap the other calls
# APOBEC3G inh: APOBEC3G (human) deaminase inhibition. Q9HC16. recombinant A3G, ssDNA deamination FAM/TAMRA fluorescence. inhibition, % at 20 µM. 330,000 tested, 0.28% active;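 active = inhibition of at least 40% at 20 µM, with no more than 30% in the related APOBEC3A deaminase screen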;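 note: plate controls were DMSO wells with A3G for no effect and wells lacking A3G enzyme for full effect; some compounds called inactive have numbers as strong as hits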
# SENP6 inh: SENP6 protease inhibition | Recombinant SENP6 catalytic domain, aminoluciferin luminescence | inhibition, % at 10 µM | AID 2599 | 330,000 tested, 1.8% active;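 active = inhibition above about 50% at the single tested dose, limit read from the data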;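 note: plate controls were DMSO wells with enzyme for no effect and DMSO wells lacking enzyme for full effect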
# Target sequence (Q9GZR1 628-1112 limits assumed): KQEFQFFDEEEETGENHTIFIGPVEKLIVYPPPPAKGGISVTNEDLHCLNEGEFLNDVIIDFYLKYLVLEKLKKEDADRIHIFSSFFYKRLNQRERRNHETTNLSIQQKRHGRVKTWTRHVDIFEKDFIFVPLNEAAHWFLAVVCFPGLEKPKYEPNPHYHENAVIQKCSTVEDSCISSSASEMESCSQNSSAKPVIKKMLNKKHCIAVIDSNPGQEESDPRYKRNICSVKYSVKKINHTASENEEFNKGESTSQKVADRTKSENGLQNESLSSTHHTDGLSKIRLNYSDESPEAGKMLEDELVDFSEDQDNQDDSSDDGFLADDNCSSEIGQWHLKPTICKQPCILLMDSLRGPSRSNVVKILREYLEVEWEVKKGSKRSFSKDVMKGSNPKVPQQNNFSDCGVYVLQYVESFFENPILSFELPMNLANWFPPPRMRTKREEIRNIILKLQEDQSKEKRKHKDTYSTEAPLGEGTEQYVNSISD
# SENP1 FRET inh: SENP1 (human) catalytic domain inhibition | Q9P0U3 | recombinant SENP1 catalytic domain, CyPet-SUMO1-YPet FRET cleavage | inhibition, % at 10 µM | 360,000 tested, 0.21% active | AID 624204;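 active = inhibition at least 30% at 10 µM, raw YFP signal under a set limit, fluorescence ratio 0.5 to 1.5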;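 note: 0% = enzyme with DMSO and 100% = no enzyme wells; some results filed as inactive read as strong as hits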
#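 material = recombinant human SENP1 catalytic domain, His6-tagged | quantity = 20 pM enzyme | reagent = 25 nM SUMO1 FRET substrate | compound dosing = 10 µM single point, 0.5% DMSO | timing = 50 min enzyme reaction, room temperature, light-protected | detection = FRET, CFP and YFP emission | control set = no-enzyme low, enzyme-DMSO high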
# SENP8 block-2: blocks the human protease SENP8; Q96LD8; purified SENP8, Z-RLRGG-aminoluciferin cleavage, luminescence; inhibition, % at 10 µM; 330,000 tested, 1.2% active; AID 2540; in the data active = inhibition above about 50%
# Starred values were filed as active, the others as inactive; ? = inconclusive; nt = not tested or not shown.
SMILES,SENP8 block-1,SENP7 inh,Apaf-1 inh,UBC13 inh,APOBEC3G inh,SENP6 inh,SENP1 FRET inh,SENP8 block-2
Cc1ccc(CN2CCN(C(=O)c3ccco3)CC2)cc1,19,5,-3,-6,-5,-29,3,-4
CCOc1nc(NC(C)C)nc(NC(C)C)n1,0,-2,2,-2,-5,0,1,1
CCCCCCCC[n+]1c(C)n(-c2ccccc2)c2ccc(NC(C)=O)cc21,-19,-1,8,-2,13,0,0,-9
Cc1ccc2c(C)c(C(=O)N3CCC(O)(c4ccccc4)CC3)oc2c1C,6,-1,16,5,-9,2,2,6
O=C(Cn1nc2sc3ccccc3n2c(=O)c1=O)c1ccc(Cl)cc1,nt,-12,5,1,-4,-35,nt,-4
CCOC(=O)c1sc(-c2ccc(Cl)cc2)nc1O,-70,5,4,4,8,1,-39,5
CCCCN(C(=S)NC(=O)c1ccccc1)c1c(N)n(Cc2ccccc2)c(=O)[nH]c1=O,8,3,6,-6,3,7,-3,2
Cc1ccc(C(=O)NC(=C(Cl)Cl)S(=O)(=O)c2ccc(Cl)cc2)cc1,6,4,18,1,0,-6,-1,-2
COc1nccc(C(F)(F)F)c1C(=O)Nc1ccc(Cl)cc1,24,-1,-16,11,-4,-1,1,7
O=C(CN(C(=O)CCC(=O)Nc1nccs1)c1ccc2c(c1)OCO2)NCc1ccccc1,7,-5,10,-5,-5,-17,0,-3
COc1cc(C(=O)OCC(=O)c2c(N)n(C)c(=O)n(C)c2=O)ccc1OCCC(C)C,-6,0,2,-7,-5,3,-7,-3
Cc1ccc(Cn2cnc3c(cnn3-c3ccc(F)cc3)c2=O)cc1,7,-1,-7,7,-8,7,1,0
COc1ccc(OC)c(NC(=O)C2CC(=O)n3ncnc3N2)c1 (stereo not drawn),13,-2,-6,1,4,-1,0,2
CNC(=O)C1CCC(=O)N1Cc1ccc(C)cc1 (stereo not drawn),23,-6,-2,8,-5,-1,3,1
Clc1ccccc1Nc1c2c(nc3ncnn13)CCC2,4,-2,-3,4,-4,-24,0,1
O=C(COc1ccc(Cl)cc1)NCc1ccccc1,4,-2,1,-3,-6,9,2,2
COc1cc(SC)ccc1C(=O)NCCN1CCOCC1,15,-4,-16,-4,-4,-12,-2,-2
COc1ccc(NC(=O)Nc2cccc([N+](=O)[O-])c2)cc1Cl,14,28,12,13,-5,47,3,1
O=C(Nc1nccs1)c1cc2cc(Cl)ccc2oc1=O,13,3,-28,-6,-5,-13,45*,21
CC1(C)CC(=O)C(C=NCCN2CCN(C(=S)Nc3ccccc3)CC2)=C(O)C1,24,3,6,-4,-4,4,2,-4
O=C(Nc1ccc(Cl)cn1)c1cnn2cccnc12,-14,27,3,-5,-4,7,-1,0
O=C(NCCc1ccccn1)C1CCCN(S(=O)(=O)Cc2ccccc2)C1 (stereo not drawn),21,2,-2,-1,2,-14,1,0
CCN(CC)S(=O)(=O)c1ccc(/C=C/C(=O)Nc2ccc(F)c(F)c2F)cc1,22,-6,3,14,-9,-15,3,-9
CN1CCN(C(=S)NC(=O)c2ccc(S(=O)(=O)N3CCOCC3)cc2)CC1,8,-3,-16,6,7,-6,1,-5

# Already shown: 15 of the compounds above.
SMILES,SENP8 block-1,SENP7 inh,Apaf-1 inh,UBC13 inh,APOBEC3G inh,SENP6 inh,SENP1 FRET inh,SENP8 block-2
CCCCN(C(=S)NC(=O)c1ccccc1)c1c(N)n(Cc2ccccc2)c(=O)[nH]c1=O,8,3,6,-6,3,7,-3,2
Cc1ccc(C(=O)NC(=C(Cl)Cl)S(=O)(=O)c2ccc(Cl)cc2)cc1,6,4,18,1,0,-6,-1,-2
COc1nccc(C(F)(F)F)c1C(=O)Nc1ccc(Cl)cc1,24,-1,-16,11,-4,-1,1,7
O=C(CN(C(=O)CCC(=O)Nc1nccs1)c1ccc2c(c1)OCO2)NCc1ccccc1,7,-5,10,-5,-5,-17,0,-3
COc1cc(C(=O)OCC(=O)c2c(N)n(C)c(=O)n(C)c2=O)ccc1OCCC(C)C,-6,0,2,-7,-5,3,-7,-3
Cc1ccc(Cn2cnc3c(cnn3-c3ccc(F)cc3)c2=O)cc1,7,-1,-7,7,-8,7,1,0
COc1ccc(OC)c(NC(=O)C2CC(=O)n3ncnc3N2)c1 (stereo not drawn),13,-2,-6,1,4,-1,0,2
CNC(=O)C1CCC(=O)N1Cc1ccc(C)cc1 (stereo not drawn),23,-6,-2,8,-5,-1,3,1
Clc1ccccc1Nc1c2c(nc3ncnn13)CCC2,4,-2,-3,4,-4,-24,0,1
O=C(COc1ccc(Cl)cc1)NCc1ccccc1,4,-2,1,-3,-6,9,2,2
COc1cc(SC)ccc1C(=O)NCCN1CCOCC1,15,-4,-16,-4,-4,-12,-2,-2
COc1ccc(NC(=O)Nc2cccc([N+](=O)[O-])c2)cc1Cl,14,28,12,13,-5,47,3,1
O=C(Nc1nccs1)c1cc2cc(Cl)ccc2oc1=O,13,3,-28,-6,-5,-13,45*,21
CC1(C)CC(=O)C(C=NCCN2CCN(C(=S)Nc3ccccc3)CC2)=C(O)C1,24,3,6,-4,-4,4,2,-4
O=C(Nc1ccc(Cl)cn1)c1cnn2cccnc12,-14,27,3,-5,-4,7,-1,0

# Continued:
SMILES,SENP8 block-1,SENP7 inh,Apaf-1 inh,UBC13 inh,APOBEC3G inh,SENP6 inh,SENP1 FRET inh,SENP8 block-2
COc1cc(-c2cc(C(=O)OCC(=O)Nc3ccc4c(c3)OCO4)c3ccccc3n2)cc(OC)c1OC,-1,-12,7,13,-3,-8,2,-10
COCCCNc1nc2ccccc2nc1NS(=O)(=O)c1cc(Cl)ccc1Cl,-259,6,11,-4,-1,11,-2,4
O=[N+]([O-])c1cc(C(F)(F)F)cc([N+](=O)[O-])c1NCCCN1CCOCC1,21,-1,-1,-6,-2,-3,1,2
CCC(C)[C@H](NC(=O)Nc1ccc2c(c1)OCCO2)C(=O)OC (stereo partly drawn),18,6,-3,6,-2,-17,0,2
Cc1cccc2c1CC(C)(C)N=C2C1=C(O)CCCC1=O,10,3,2,-1,-4,10,-4,-2
C=CCn1c(SCC(=O)c2ccc(OC)cc2)nnc1-c1ccc2c(c1)OCO2,8,-4,4,-21,-9,-6,-2,-9
CC(OC(=O)Cc1cccc(C(F)(F)F)c1)C(=O)Nc1ccc(Cl)cn1 (stereo not drawn),5,12,17,-4,-8,-2,3,-9
Cc1cc(=O)oc2cc(OCC(=O)N3CCCc4ccccc43)ccc12,-85,4,-17,6,-6,-5,-3,5
O=C(OCc1cccnc1)C1=Cc2ccccc2OC1,-27,-2,6,2,-5,14,-4,10
CN1CCN(c2ccc(Cl)cc2NC(=O)c2ccc([N+](=O)[O-])cc2)CC1,34,-2,-7,-15,-4,14,4,-1
CCCCS(=O)(=O)c1sc2nc(C)cc(C)c2c1N,-220,-5,-23,13,-6,13,-8,1
N/C(=N\OC(=O)COc1ccc(Br)cc1Cl)c1ccccn1,20,97*,8,1,0,96*,3,86*
CC1(C)Cc2c(c(-c3ccco3)[nH]c(=O)c2C#N)CS1,-466,15,16,-21,11,22,-17,11
COc1cccc(OC)c1OC(=O)/C=C/c1ccc(C)o1,4,8,12,-12,-6,6,1,-1
CNS(=O)(=O)c1cc(NC(=O)CCNC(=O)c2ccco2)ccc1C,9,2,30,2,0,3,2,7
COc1cccc(OC)c1OCCNCCO,12,0,-4,-5,-4,-1,2,-9
CCO/N=C1\C(=O)N(c2ccccc2)c2ccccc21,4,0,7,0,-9,7,3,-1
NC(=O)c1c(NC(=O)c2cccnc2Cl)sc2c1CCCC2,6,-1,0,6,-4,10,1,-1
COc1ccc(S(=O)(=O)Nc2nc3c(s2)C(=O)CC(C)(C)C3)cc1,-3,5,10,1,4,-8,-2,0
CCOc1ccc(N(CC(=O)N2CCc3ccccc32)S(=O)(=O)c2c(C)noc2C)cc1,7,5,7,2,-3,15,1,6
NS(=O)(=O)c1cccc(NC(=O)CNC(=O)CC23CC4CC(CC(C4)C2)C3)c1,12,-5,-5,-14,-8,-3,2,-3
CC(OC(=O)c1cccc([N+](=O)[O-])c1)C(=O)NCc1ccc2c(c1)OCO2 (stereo not drawn),10,5,7,0,-4,-12,1,6
CCc1nnc(NC(=O)CCC(=O)NC2CCCCCCC2)s1,15,9,-5,-5,2,8,2,5
CN(CC(=O)N1CCc2ccccc21)S(=O)(=O)c1ccc(Br)s1,5,-9,15,-3,-8,-10,-1,-3

# 3 compounds from above, sorted by their value in SENP6 inh, ascending.
structure	SENP6 inh
CN(CC(=O)N1CCc2ccccc21)S(=O)(=O)c1ccc(Br)s1	-10
CNS(=O)(=O)c1cc(NC(=O)CCNC(=O)c2ccco2)ccc1C	3
CCOc1ccc(N(CC(=O)N2CCc3ccccc32)S(=O)(=O)c2c(C)noc2C)cc1	15

# The listing continues:
SMILES,SENP8 block-1,SENP7 inh,Apaf-1 inh,UBC13 inh,APOBEC3G inh,SENP6 inh,SENP1 FRET inh,SENP8 block-2
CCn1c(C(=O)N2CCC(C(=O)NCc3ccc(OC)cc3)CC2)cc2sccc21,11,-1,1,4,-5,9,-1,-4
CC(C)CNc1nc(N)c([N+](=O)[O-])c(NC2CCCCC2)n1,21,4,17,4,-5,-3,-2,8
CN(C)CC(O)COC(c1ccc(Cl)cc1)c1ccc(Cl)cc1 (stereo not drawn),12,7,4,23,0,-3,-1,-5
CC(C)(C)C(=O)OC/C(N)=N/OC(=O)c1ccc(Cl)cc1,10,8,-10,-3,-4,-18,1,-10
COC(=O)c1sccc1NC(=S)N1CCC(C)CC1,16,-15,11,0,-10,-7,0,-1
CCOC(=O)Cc1nnc(NC(=O)C(CC)Sc2nc(C)cc(=O)[nH]2)s1 (stereo not drawn),3,-3,5,-14,-4,-4,-5,0
Cc1ccc(C(=O)N(C)c2ccc(OCC(=O)N3c4ccc(C)cc4C4CN(C)CCC43)cc2)cc1 (stereo not drawn),11,-8,8,-1,-12,2,-2,-17
CC(=O)c1c(C)cc(C)c(CSc2nc(C)cc(=O)[nH]2)c1C,6,-1,-9,-1,-1,-47,3,2
O=C(CN1C(=O)c2cccc3cccc(c23)C1=O)N1CCCCCC1,-225,-4,-3,-22,-8,-10,-1,-4
COc1cc(C2NC(=O)CCC2[N+](=O)[O-])cc(OC)c1OC (stereo not drawn),5,4,3,-2,0,15,2,5
Cc1ccc2cc(CN(Cc3ccco3)C(=O)NCc3ccccc3)c(=O)[nH]c2c1C,-61,-10,25,-11,4,-17,1,-7
Cc1ccc(S(=O)(=O)N(CC(=O)N2CCC(C)CC2)Cc2ccccc2F)cc1,4,-12,6,-4,-6,3,1,-13
COc1cc(/C=C(/C#N)C(=O)NCCc2c[nH]c3ccccc23)ccc1OCc1ccccc1F,-300,0,-11,-16,-1,-18,-13,-3
C[N+]1(C)CC2=Cc3ccccc3CC2C1 (stereo not drawn),8,-8,4,-4,-10,-5,-2,-6
Cc1ccc(OCC(=O)Nc2ccc(-n3cnnn3)cc2)c(C)c1,-5,2,9,1,-9,0,-1,-6
COc1ccc2nc(C)cc(N/N=C/c3ccccc3)c2c1,-388,3,50*,53*,-7,-2,-3,1
CCC(=O)c1ccc(OCC(=O)NCCC2=CCCCC2)c(OC)c1,9,-14,5,-2,-11,-9,0,-4
COc1ccc(-n2nc(C(=O)NCC(=O)Nc3cccc(Cl)c3)c3ccccc3c2=O)cc1,-240,-1,13,?,-4,7,0,10
